# NOD2-RIPK2 inh = blocks binding of human NOD2 to RIPK2 | CHO BLA complementation NOD2-RIPK2, CCF4 ratio | inhibition, % at 4.98 µM | 360,000 compounds, 0.38% hits | AID 624267; in the data active = inhibition above about 21%;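 note: 0% = vehicle only and 100% = reference blocker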
# Vif imaging = inhibitors of HIV Vif; HEK293T cells, Vif self-association by quenched fluorescence, imaging, 24 h; inhibition, % at 7.49 µM; 340,000 compounds, 0.35% hits; AID 602346; in the data active = inhibition above about 50%, passing the limit was not always enough; note: some results filed as inactive read as strong as hits
# NCOA3 inh = inhibits human SRC3 coactivator; 360,000 compounds, 0.17% hits; inhibition, % at 3.6 µM; HEK293 GAL4-SRC3 luciferase reporter, luminescence; Q9Y6Q9;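 active = inhibition above a per-campaign cutoff, the mean of all compounds plus 3 SD, cut at about 60% in these data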;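 note: 0% = DMSO-treated cells and 100% = gossypol-treated cells at 36 µM; higher means less SRC3-driven luciferase light from the GAL4 reporter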
# NCOA1 inh = human NCOA1 inhibition. 360,000 compounds, 0.12% hits. AID 588354. HEK293 GAL4-SRC1 luciferase reporter, luminescence. Q15788. inhibition, % at 3.6 µM;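 active = inhibition above the campaign mean plus 3 SD, with each screening campaign given its own cutoff, cut at about 60% in these data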;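 note: 0% = DMSO treated cells and 100% = gossypol at 36 µM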
# NCOA2 inhibitor = human SRC2 (NCOA2) inhibition; Q15596; HEK293 GAL4-SRC2 luciferase reporter, luminescence; inhibition, % at 9 µM; 370,000 compounds, 0.17% hits;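 active = inhibition above the mean inhibition of all tested compounds plus 3 SD, set per campaign, cut at about 52% in these data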;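 note: 0% = DMSO treated cells and 100% = cells given Gossypol at 36 µM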
# Target sequence (Q15596 whole entry, looked up, the tested form may be a part): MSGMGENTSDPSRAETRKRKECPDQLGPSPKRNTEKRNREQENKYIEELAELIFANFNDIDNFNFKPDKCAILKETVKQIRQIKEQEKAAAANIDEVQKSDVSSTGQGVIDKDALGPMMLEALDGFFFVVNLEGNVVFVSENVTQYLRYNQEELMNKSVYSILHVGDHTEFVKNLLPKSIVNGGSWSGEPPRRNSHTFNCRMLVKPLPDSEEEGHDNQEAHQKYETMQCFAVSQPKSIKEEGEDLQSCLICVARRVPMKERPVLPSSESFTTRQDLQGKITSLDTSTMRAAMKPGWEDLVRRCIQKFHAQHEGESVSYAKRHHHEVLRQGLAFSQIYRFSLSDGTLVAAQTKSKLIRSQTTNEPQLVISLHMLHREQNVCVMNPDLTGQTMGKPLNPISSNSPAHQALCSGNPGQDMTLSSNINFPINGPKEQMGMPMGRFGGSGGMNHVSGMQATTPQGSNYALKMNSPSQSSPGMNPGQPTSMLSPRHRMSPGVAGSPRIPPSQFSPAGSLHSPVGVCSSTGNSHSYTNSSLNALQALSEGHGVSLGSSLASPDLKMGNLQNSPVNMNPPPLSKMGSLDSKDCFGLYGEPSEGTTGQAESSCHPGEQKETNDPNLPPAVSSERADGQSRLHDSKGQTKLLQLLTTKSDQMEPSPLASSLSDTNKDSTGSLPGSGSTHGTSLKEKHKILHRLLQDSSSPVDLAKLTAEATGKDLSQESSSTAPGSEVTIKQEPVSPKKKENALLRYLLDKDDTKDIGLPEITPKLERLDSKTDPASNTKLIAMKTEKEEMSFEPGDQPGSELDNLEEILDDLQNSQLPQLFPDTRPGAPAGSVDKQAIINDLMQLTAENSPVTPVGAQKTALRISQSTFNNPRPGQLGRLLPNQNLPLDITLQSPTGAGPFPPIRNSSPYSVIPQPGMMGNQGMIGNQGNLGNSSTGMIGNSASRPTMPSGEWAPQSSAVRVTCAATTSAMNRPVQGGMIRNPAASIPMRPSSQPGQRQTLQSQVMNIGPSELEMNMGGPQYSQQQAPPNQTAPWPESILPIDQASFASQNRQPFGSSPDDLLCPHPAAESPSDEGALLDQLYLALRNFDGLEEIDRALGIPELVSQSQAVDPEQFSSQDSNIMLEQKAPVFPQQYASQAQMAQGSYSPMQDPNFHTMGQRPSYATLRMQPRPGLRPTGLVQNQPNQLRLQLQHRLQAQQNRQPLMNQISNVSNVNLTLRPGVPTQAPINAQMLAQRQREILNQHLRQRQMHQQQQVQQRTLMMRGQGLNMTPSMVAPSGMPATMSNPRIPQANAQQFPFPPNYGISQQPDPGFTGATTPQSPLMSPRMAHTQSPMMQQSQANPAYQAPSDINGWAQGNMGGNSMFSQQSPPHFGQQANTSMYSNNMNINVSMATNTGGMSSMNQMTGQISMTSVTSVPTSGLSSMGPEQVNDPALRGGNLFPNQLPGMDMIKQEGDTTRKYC
# COUP-TFII inh = blocks human COUP-TFII nuclear receptor; inhibition, % at 8.6 µM; 370,000 compounds, 0.7% hits; HEK293T NGFI-A luciferase reporter, luminescence; P24468;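 active = inhibition above a per-plate cutoff, mean inhibition of test wells between control levels plus 3 SD, cut at about 38% in these data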;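 note: cells cotransfected with COUP-TFII expression vector driving the NGFI-A reporter; 0% = median of COUP-TF2 test wells and 100% = reporter-only cells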
# TROY signal inh = TROY signaling inhibition. inhibition, % at 10 µM. AID 1347056. Q293 LMP1-TROYcd NF-kB luciferase reporter, 4 h. 360,000 compounds, 0.98% hits;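 active = compounds whose plate-normalised and pattern-corrected inhibition of the luciferase reporter signal at the single screening dose is 50% or more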
# EBV LMP1 NFkB = Epstein-Barr LMP1 NF-kappaB reporter inhibition. 350,000 compounds, 0.69% hits. LMP1-induced NF-kappaB luciferase reporter cells, luminescence. inhibition, % at 12.5 µM. AID 504558; in the data active = inhibition above about 41%;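 note: 0% = neutral control wells and 100% = reference inhibitor control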
# C8 TRAIL sens = caspase-8 TRAIL sensitization. NB7+C8 cells + TRAIL, ATPlite viability luminescence. AID 624354. inhibition (viability loss, TRAIL sensitization), % at 10 µM. 360,000 compounds, 1% hits;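 active = compounds causing at least 50% loss of cell viability in the single-dose screen, relative to plate controls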
# TLR9-MyD88 inh = TLR9-MyD88 interaction inhibition. CHO BLA complementation TLR9-MyD88, CCF4 FRET ratio. Q9NR96+Q99836. inhibition, % at 4.98 µM. AID 504734. 340,000 compounds, 0.21% hits;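 active = inhibition above the mean over all tested compounds plus 3 SD, cut at about 21% in these data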;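 note: 0% = DMSO only wells and 100% = clavulanate BLA inhibitor control wells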
# LRH-1 inv ag = suppresses constitutive activity of human LRH-1. AID 602396. HEK293T StAR-luciferase reporter, LRH-1 transfected, 24 h. O00482. inhibition, % at 3.6 µM. 360,000 compounds, 0.13% hits;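 active = inhibition above the mean inhibition of all tested compounds plus 3 SD, cut at about 73% in these data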;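 note: 0% = DMSO wells and 100% = reporter-only cells lacking LRH-1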
# Starred values were filed as active, the others as inactive; x = no result given; & = joins results of further samples. Only part of the results is shown; rates above refer to the full screens.
SMILES,NOD2-RIPK2 inh,Vif imaging,NCOA3 inh,NCOA1 inh,NCOA2 inhibitor,COUP-TFII inh,TROY signal inh,EBV LMP1 NFkB,C8 TRAIL sens,TLR9-MyD88 inh,LRH-1 inv ag
O=C1CC2CS(=O)(=O)CC2N1c1ccc(Oc2ccccc2)cc1 (centres undefined),-4.8,30.8,-1.7,-1.8,-16.5,7.5,13.6,-3.8,8.6,-1.8,-7.5
Cc1ccccc1-n1c(=O)[nH]c(=O)c2c(N)c(C(=O)c3ccc(Cl)cc3)sc21,-11.0,2.1,0.2,-7.5,-5.2,1.2,2.0,-0.7,-5.6,-0.8,19.0
COc1ccc(NC(=O)CNC(=O)Cn2c(C)cc3ccccc3c2=O)cc1OC,-13.4,-14.3,-2.3,16.6,-35.9,27.1,21.1,13.5,0.6,-3.5,7.6
CC1CN(c2ccc(NC(=O)c3ccco3)cc2C(=O)O)CC(C)O1 (centres undefined),-7.8,-3.9,15.0,-14.2,-24.8,-8.8,4.0,-8.5,-17.4,-9.7,-2.1
CCC(C)C(NC(=O)C(CC(C)C)NC(=O)C(CO)NC(=O)C1CCC(=O)N1)C(=O)OC (centres undefined),-9.2,6.8,-4.3,-15.1,-13.0,9.6,-3.2,16.5,-6.2,-9.9,-4.5
CCNC(=S)N/N=C/c1ccco1,0.6,-0.6,-5.0,-8.8,-11.7,-12.3,0.7,5.8,13.1,6.1,2.5
COC(=O)C1=C(C)NC(=O)/C1=C\c1ccc2c(c1)OCO2,-7.5,2.3,10.1,2.0,-3.8,5.7,5.7,7.7,13.9,0.5,-10.3
Cc1cc(C(C)(C)C)cc(C)c1Cn1c2[n+](c3ccc(C(F)(F)F)cc31)CCCCC2,-4.4,-2.7,43.4,18.3,0.1,-5.5,39.0,0.2,41.2,-1.5,30.4
O=C(NCc1ccc(Cl)cc1)C1CCCN(S(=O)(=O)c2cnc[nH]2)C1 (centres undefined),-1.7,4.1,-24.5,11.2,-20.4,-3.1,-6.4,11.9,-7.9,-0.2,8.7
O=C(/C=C/[C@H]1O[C@@H](n2cnc3c(NC(=O)c4ccccc4)ncnc32)[C@H](O)[C@@H]1O)NCCCc1ccccc1,-3.8,-8.0,3.2,-1.3,-18.0,6.5,-2.0,x,12.9,x,-7.7
CC(=O)NS(=O)(=O)c1ccc(NC(=O)COc2cccc3c2OC(C)(C)C3)cc1,-12.4,-3.0,-8.3,-3.4,-1.0,-2.4,3.0,3.5,6.0,-1.9,-10.6
COc1cc2c(cc1OC)CN(C(=O)/C=C/c1ccc([N+](=O)[O-])cc1)CC2,2.0,0.3,1.6,-37.1,-16.6,1.9,6.1,-0.7,0.6,4.8,19.8
CCOc1ccccc1NC(=O)CSc1nc2c(c(=O)n1C)SC(C)C2 (centres undefined),-9.0,-16.1,-4.8,-57.2,17.3,9.2,-5.5,8.5,11.9,0.4,13.6
N#Cc1ncn(-c2ccc(Oc3ccccc3)cc2)c1N,1.5,-3.0,-9.2,7.0,6.9,-4.7,-6.9,-0.7,2.0,4.9,-0.8
O=[N+]([O-])c1ccc(OCCCCCN2CCOCC2)cc1,8.9,8.2,-3.2,10.8,-59.1,-29.7,10.6,1.3,-0.7,-1.7,9.2
O=C(O)c1nc(NCCc2ccccc2)ncc1Cl,-8.7,5.5,-11.3,11.3,4.8,3.4,-16.3,-5.2,4.0,-4.0,4.3
CCNC(=S)NC(=NCc1cccnc1)Nc1nc(C)cc(C)n1,-1.2,-3.1,-9.0,5.7,11.4,-27.7,-6.5,-0.5,4.2,-12.1,25.7
COc1ccccc1C(CNC(=O)C(CCSC)NS(=O)(=O)c1ccccc1F)N1CCCC1 (centres undefined),-3.5,12.5,8.0,-4.7,-16.4,12.7,14.3,4.4,10.1,0.7,12.5
CNC(=O)c1ccc(S(=O)(=O)c2ccc(Cl)cc2)c(NC(C)=O)c1,-3.0,6.3,-14.2,0.9,-16.7,-2.5,21.0,10.0,-7.6,0.3,-6.5
S=C(c1c[nH]c2ccccc12)N1CCCC1,-9.5,1.2,-2.5,-2.2,8.7,3.2,0.2,-3.1,-0.7,0.4,8.2
O=C(Nc1ncc2c(n1)-c1ccccc1OC2)c1ccccc1Cl,-0.8,-12.4,5.2,-1.3,5.7,11.2,-4.8,12.8,-0.4,-1.0,-7.6
COc1cccc(CN(C)S(=O)(=O)c2ccccc2Br)c1,-5.8,-5.1,-11.2,-6.0,-13.1,17.4,-7.5,-3.8,9.5,-10.8,-9.1
Cc1ccc([N+](=O)[O-])cc1N=C(c1cccc([N+](=O)[O-])c1)N1CCOCC1,8.5,11.1,8.4,-8.5,17.6,-3.7,-15.3,2.4,0.9,0.7,17.2
CCCOc1ccc(C(=O)CCC(=O)OCC(=O)N(CC)c2c(N)n(Cc3ccccc3)c(=O)[nH]c2=O)cc1,8.2,-3.7,-15.9,-18.0,-30.2,-25.4,-31.2,-0.3,-16.2,1.9,-24.7
COc1ccccc1N1CCN(C(=O)C(C)NC(=O)c2ccco2)CC1 (centres undefined),-3.5,0.6,12.6,-67.7,-15.0,23.4,2.1,-4.9,-3.6,5.0,-0.1

# Three entries already listed, sorted by the number in NOD2-RIPK2 inh, falling:
SMILES	NOD2-RIPK2 inh
O=[N+]([O-])c1ccc(OCCCCCN2CCOCC2)cc1	8.9
COc1cc2c(cc1OC)CN(C(=O)/C=C/c1ccc([N+](=O)[O-])cc1)CC2	2.0
O=C(/C=C/[C@H]1O[C@@H](n2cnc3c(NC(=O)c4ccccc4)ncnc32)[C@H](O)[C@@H]1O)NCCCc1ccccc1	-3.8

# Additional compounds follow:
SMILES,NOD2-RIPK2 inh,Vif imaging,NCOA3 inh,NCOA1 inh,NCOA2 inhibitor,COUP-TFII inh,TROY signal inh,EBV LMP1 NFkB,C8 TRAIL sens,TLR9-MyD88 inh,LRH-1 inv ag
COCc1[nH]nc2c1C(c1ccc(OC)cc1)C(C#N)=C(N)O2 (centres undefined),-2.1,x,12.6,-6.9,2.1,10.1,2.8,9.2,-13.0,-7.1,-4.9
O=C(CSc1ccccc1)Nc1ccc(S(=O)(=O)NCC2CCCO2)cc1 (centres undefined),-1.0,2.7,7.0,-12.9,27.2,15.0,-11.6,-3.0,-0.7,-4.7,-0.8
Nc1ccc(OCc2ccco2)cc1,-2.1,3.7,-8.3,-22.2,-46.1,-0.6,-14.0,-6.1,1.6,8.4,-3.6
Cc1occc1C(=O)Nc1ccc(S(=O)(=O)N2CCCC2)cc1,-2.5,-3.2,-5.0,-9.2,-9.8,-17.3,-21.1,-12.0,-8.3,10.3,-6.2
Cc1cccc(C)c1-n1nnnc1C(c1ccnc2ccccc12)N(C)Cc1ccc(Cl)c(Cl)c1 (centres undefined),-2.3,x,x,x,-26.6,-9.3,8.7,x,23.0,x,15.6
CCNS(=O)(=O)c1ccc(CCC(=O)N2CCN(c3ccccc3)CC2)cc1,0.1,0.4,10.3,5.0,28.8,42.9*,-3.8,15.2,-4.8,-3.4,-0.1
COc1cc(/C=C/C(=O)Nc2cc(S(=O)(=O)N3CCOCC3)ccc2N2CCCC2)cc(OC)c1OC,-10.5,-0.9,21.3,12.2,0.0,2.9,-15.5,13.4,-9.9,-14.4,6.6
Cc1ccc(S(=O)(=O)NCc2ccccc2)cc1C(=O)NC1CCC(C)CC1 (centres undefined),-0.6,-12.1,-12.0,-25.1,-16.6,5.5,-5.9,-6.3,-4.8,-3.2,-32.1
CCCN(C(=O)c1cc(S(=O)(=O)N(C)c2ccccc2OC)ccc1C)C1CCS(=O)(=O)C1 (centres undefined),-13.8,5.3,-0.9,-42.2,-31.4,10.9,-2.0,-7.6,-9.6,-10.5,4.6
CC(C)=CCN1CCN(CCCc2ccccc2)CC1CCO (centres undefined),-1.7,-4.0,-4.7,8.1,-8.4,-12.6,-1.8,2.2,-0.6,-3.8,14.1
Cc1ccn2cc(CCNC(=O)c3ccc(Br)o3)nc2c1,-1.4,-0.4,-4.3,18.8,-12.4,1.0,-2.5,-5.1,5.6,-8.7,11.0
O=C(O)c1cc(=O)c2ccccc2[nH]1,-0.6,-7.2,-2.1,8.3,0.7,3.7,-13.1,-7.8,6.9,1.2,10.8
COc1cc2nc(CN3CCN(S(=O)(=O)c4ccccc4[N+](=O)[O-])CC3)[nH]c(=O)c2cc1OC,-5.2,3.5,-4.0,-3.2,-2.0,5.7,-9.1,-5.7,-6.3,3.6,-0.2
COc1cc(C(=O)N2CCN(c3ccccc3Cl)CC2)ccc1OCC(=O)N1CCOCC1,-2.2,0.7,-2.8,11.0,9.2,5.8,-0.3,-0.1,-10.7,-3.1,-12.4
COc1ccccc1OS(=O)(=O)c1ccc(NC(C)=O)cc1,2.2,1.2,-16.5,-3.6,13.2,23.2,18.5,-2.3,-15.4,3.9,-9.9
COc1cc(OC)cc(C(C(=O)NCc2ccccc2)N(Cc2ccco2)C(=O)c2ccno2)c1 (centres undefined),-9.9,-6.0,1.2,-9.5,x,x,13.0,3.6,-6.1,-5.7,10.2
Cc1ccc(N2CCN(C(=O)c3cn(CC4CCCCC4)nn3)C(C)C2)cc1 (centres undefined),-1.2,11.5,-112.4,-69.7,-45.5,-36.1,-9.8,-30.3,-31.1,-11.4,-99.3
CCOc1c(C)cc(-c2ncccc2O)cc1C,-0.5&-3.3,8.1&19.3,-16.0&3.2,-0.3&-14.4,8.9&-20.0,-12.8&-6.7,-11.6&-13.1,-4.3&6.9,-10.4&8.1,-3.5&-2.8,-20.8&-15.6
Cc1ccc2oc(-c3cccc(NC(=O)c4cc(-n5cnnc5)ccc4Cl)c3)nc2c1,-4.6,44.1,-31.0,-30.5,-6.4,-15.5,-16.1,0.6,8.3,2.2,-17.0
Cc1cc(NC(=O)NC2CC(=O)N(c3ccc4c(c3)OCCO4)C2)no1 (centres undefined),-0.6,1.9,25.2,0.2,21.6,10.7,6.0,-7.5,-18.4,8.4,11.5
O=C(NC(=S)Nc1ccccc1N1CCOCC1)c1ccc(Br)cc1,-6.5,x,25.2,1.5,1.4,4.9,-5.4,-4.6,2.4,-3.0,24.1
O=C(CSc1ncnc2ccccc12)NCc1ccco1,-0.7,x,4.2,6.1,-25.5,-3.3,12.1,5.9,-10.1,2.7,9.4
COc1cc(NC(=O)CCNC(=O)Cn2cnc3sc4c(c3c2=O)CCCC4)cc(OC)c1OC,1.7,-1.3,-5.7,-4.2,-6.4,-12.4,-4.7,-8.2,-5.2,-6.7,-5.1
O=c1oc2c(CN3CCCCC3)c(O)ccc2cc1-c1nc2ccccc2[nH]1,-0.3,1.5,-37.6,-15.9,-2.5,13.8,12.2,-3.2,8.0,4.7,-13.7
CC(C)=CCC/C(C)=C/CNC(=O)C[C@H]1C[C@H](C(=O)N2CCOCC2)[C@@]2(C)c3[nH]c4ccc(Cl)cc4c3CCN2C1=O,2.6,-17.6,3.5,8.0,5.1,-2.1,50.8*,1.4,14.3,-4.4,7.3
Cc1ccc(S(=O)(=O)Nc2cccc(-c3ccc4nncn4n3)c2)cc1,-15.7,-2.6,-8.2,-6.1,-28.2,-17.1,13.6,-8.1,18.1,-1.7,9.8
O=C(NCc1ccco1)c1ccc(C(=O)NCc2ccco2)s1,2.9,7.8,24.8,0.2,-8.2,-6.7,14.5,10.1,-0.2,11.1,8.9
O=C1/C(=C/c2cccc(Cl)c2)SC(=S)N1CCC(=O)N1CCCCC1CCO (centres undefined),8.5,-3.6,2.6,4.2,-18.7,0.1,22.4,6.0,-8.9,2.6,5.5
